CHO-K1 Ca ag: counter-screen for M1 agonists: effect in parental CHO-K1 cells; activation, % at 3 µM; Fluo-8 calcium fluorescence; scaled to maximal ATP response, vehicle zero; 360,000 tested, 0.48% active; in the data active = activation above about 15%;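 also: untransfected CHO-K1 host cells lacking M1 receptor as counterscreen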
CHRM4 PAM: positive allosteric modulators of human muscarinic M4 receptor; P08173; CHO-K1 hM4/Gqi5, Fluo-8 calcium fluorescence, ACh EC20; 0% = ACh EC20, 100% = maximal ACh; activation, % at 3 µM; 360,000 tested, 0.4% active;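 active = activation above its plate's cutoff, the mean activation of sample wells plus 3 SD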; also: some results filed as inactive read as strong as hits
Target sequence (P08173 whole entry, looked up): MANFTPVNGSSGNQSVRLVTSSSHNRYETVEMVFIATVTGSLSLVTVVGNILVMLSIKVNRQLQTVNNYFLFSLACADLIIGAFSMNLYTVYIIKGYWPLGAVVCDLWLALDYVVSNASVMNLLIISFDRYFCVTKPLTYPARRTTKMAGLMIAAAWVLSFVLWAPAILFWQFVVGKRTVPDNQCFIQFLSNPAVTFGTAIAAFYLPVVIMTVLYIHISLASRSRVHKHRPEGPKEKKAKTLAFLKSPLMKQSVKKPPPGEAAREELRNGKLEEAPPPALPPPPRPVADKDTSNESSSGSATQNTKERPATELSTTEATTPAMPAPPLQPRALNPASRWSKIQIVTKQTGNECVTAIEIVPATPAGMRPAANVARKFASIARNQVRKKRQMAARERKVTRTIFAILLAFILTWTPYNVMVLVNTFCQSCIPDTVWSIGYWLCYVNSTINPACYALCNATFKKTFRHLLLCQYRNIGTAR
CHRM5 PAM: potentiates acetylcholine response at human M5 receptor. CHO-K1 hM5, Fluo-8 calcium, ACh EC20 PAM; 0% = ACh EC20, 100% = ACh EC100. 360,000 tested, 0.3% active. activation, % at 3 µM. AID 624038. P08912;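 active = activation above the run cutoff, the mean activation of all test compounds plus 3 SD, cut at about 18% in these data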
Target sequence (P08912 whole entry, looked up): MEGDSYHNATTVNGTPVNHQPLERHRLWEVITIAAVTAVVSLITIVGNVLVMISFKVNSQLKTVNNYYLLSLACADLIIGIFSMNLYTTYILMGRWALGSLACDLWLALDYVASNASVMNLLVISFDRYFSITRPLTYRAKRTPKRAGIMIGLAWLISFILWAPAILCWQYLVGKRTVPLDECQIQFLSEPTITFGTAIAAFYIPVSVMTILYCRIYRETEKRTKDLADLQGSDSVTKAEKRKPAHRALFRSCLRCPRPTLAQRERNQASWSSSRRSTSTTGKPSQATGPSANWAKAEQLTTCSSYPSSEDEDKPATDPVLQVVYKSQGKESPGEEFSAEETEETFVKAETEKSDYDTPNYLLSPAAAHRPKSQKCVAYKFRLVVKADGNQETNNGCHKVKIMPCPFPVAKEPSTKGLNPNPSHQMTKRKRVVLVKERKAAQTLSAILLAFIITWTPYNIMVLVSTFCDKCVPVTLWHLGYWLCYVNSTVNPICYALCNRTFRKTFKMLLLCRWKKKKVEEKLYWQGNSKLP
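system = human M5 receptor in CHO-K1 cells | reagent = EC20 acetylcholine as agonist stimulus | compound dosing = single-point, 3 µM nominal | incubation = Fluo-8 loading 80 min at 37 °C plus 30 min room temperature | detection = Fluo-8 calcium dye fluorescence, kinetic read | benchmarks = low control EC20 acetylcholine (0%), high control EC100 acetylcholine (100%)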
M5 ag: agonists of human muscarinic M5 receptor (CHRM5) | P08912 | CHO-K1 hM5 cells, Fluo-8 calcium fluorescence; 0% DMSO wells, 100% maximal acetylcholine response | activation, % at 3 µM | 360,000 tested, 0.19% active;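 active = activation above the run's mean over test compounds plus 3 SD, cut at about 23% in these data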;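 also: signal is peak over basal fluorescence ratio across the kinetic read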
CHO-K1 Ca antag: counter-screen for M1 antagonists: effect in parental CHO-K1 cells | 360,000 tested, 0.6% active | inhibition, % at 3 µM | ATP-induced calcium, Fluo-8 fluorescence;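 active = inhibition above a per-plate cutoff, the plate's mean sample inhibition plus 3 SD, cut at about 24% in these data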;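 also: 0% = DMSO plus EC80 ATP and 100% = DMSO alone without ATP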
M1 PAM parental: nonselective activator or artifact in parental CHO-K1 calcium assay | ATP EC20, Fluo-8 calcium fluorescence; 0% at ATP EC20, 100% at ATP max | activation, % at 3 µM | 360,000 tested, 0.02% active;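 active = activation above the run cutoff, the mean activation of all test compounds plus 3 SD, cut at about 40% in these data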;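 also: peak over basal fluorescence ratio in a 140 s read after ATP addition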
M5 antag: blocks acetylcholine activation of human M5 receptor; P08912; CHO-hM5 cells, Fluo-8 calcium fluorescence, ACh EC80; inhibition, % at 3 µM; 360,000 tested, 0.59% active;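 active = inhibition above a per-plate cutoff, the mean of that plate's test compounds plus 3 SD, cut at about 27% in these data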;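 also: 0% = acetylcholine EC80 with DMSO and 100% = DMSO without agonist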
CHRM4 agonist: agonists of human muscarinic M4 receptor (CHRM4); activation, % at 3 µM; P08173; 360,000 tested, 0.14% active; CHO-K1 hM4/Gqi5, Fluo-8 calcium fluorescence; vehicle 0%, full acetylcholine response 100%;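 active = activation above the run mean over all test wells plus 3 SD, cut at about 32% in these data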;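 also: peak over basal fluorescence ratio per well then scaled between controls; 0% = DMSO wells and 100% = acetylcholine at EC100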
M4 antag: CHRM4 antagonism in calcium assay; CHO-hM4 cells, ACh EC80, Fluo-8 calcium fluorescence; inhibition, % at 3 µM; 360,000 tested, 0.73% active; AID 624125;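 active = inhibition above its plate's cutoff, the mean inhibition of sample wells plus 3 SD, cut at about 27% in these data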;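 also: 0% = acetylcholine EC80 with DMSO and 100% = DMSO without agonist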
Starred values were filed as active, the others as inactive; . = not tested or not shown. Hits appear at their usual frequency (roughly 2.7% active in at least one column).

SMILES	CHO-K1 Ca ag	CHRM4 PAM	CHRM5 PAM	M5 ag	CHO-K1 Ca antag	M1 PAM parental	M5 antag	CHRM4 agonist	M4 antag
O=C(NCCO)c1ccc(Oc2ccc(C(F)(F)F)cc2[N+](=O)[O-])cc1	0.0	9	-1	-1	2	17	-12	3	-7
O=C(CSc1nnc(NC(=O)c2ccccc2F)s1)NC1CC1	0.4	6	0	-1	-18	19	4	4	-8
COc1ccc(CNc2nc(C)cc(C)c2C#N)cc1	0.7	-3	-11	-2	-6	0	-8	-3	-1
CC1C(=O)N2CCCc3cc(S(=O)(=O)Nc4ccccc4F)cc1c32 (stereo unspecified)	0.3	2	-6	0	-5	-9	-1	0	11
COc1ccc(-c2nnc(SCc3ccccc3F)o2)cc1	1.2	2	0	-6	-8	20	7	1	-6
CC(=O)c1ccc(NC(=O)C(C)N(C)CC(=O)Nc2ccc(N3CCOCC3)cc2)cc1 (stereo unspecified)	0.9	-6	4	2	1	-22	3	1	5
Cc1cc(C)cc(NC(=O)/C=C/c2ccc([N+](=O)[O-])s2)c1	0.3	-3	2	-4	-4	20	-1	0	0
CCOc1ccc(OCC)c(NC(=O)C2C3C=CC(O3)C2C(=O)NCc2ccco2)c1 (stereo unspecified)	0.1	5	3	-3	0	7	1	0	5
NC(=O)c1ccc(NC(=O)CNC(c2ccccc2)c2ccccc2)cc1	2.5	-12	-3	-1	-6	6	4	3	26
CC(C)C[C@H]1CN([C@@H](CC(C)C)CN2CCC[C@@H]2CN2C(=S)NC[C@@H]2Cc2ccc(O)cc2)C(=S)N1CC1CCCCC1	-0.3	-2	-8	1	12	-7	-4	-2	-1
O=C(CN1C(=O)CSc2cc(S(=O)(=O)N3CCCCCC3)ccc21)NCCc1ccccc1	0.6	-8	-9	-4	-20	5	-3	3	2
COc1cccc(CNc2ccc(S(N)(=O)=O)cc2)c1OCc1ccccc1F	3.3	-8	-12	-1	20	-14	17	6	-1
Cc1ccc(OCCN2CCC2(C)C(=O)NCc2ccc(C(F)(F)F)cc2)cc1 (stereo unspecified)	-0.2	4	5	-3	-3	16	-8	-1	-21
CC(C)Oc1cccc(C(=O)Nc2ccc(Br)cc2F)c1	0.5	2	0	-4	21	-8	-6	-3	-9
Cc1nc(Cc2nnc(SCC(=O)N(C)c3ccccc3)o2)cs1	1.1	0	1	1	2	-8	9	2	-1
O=C1CCCC(c2ccccc2)N1 (stereo unspecified)	-0.3	2	1	0	-10	31	3	1	-7
CCOc1ccc(C2C3=C(CC(C)(C)CC3=O)N(CCCOC)C3=C2C(=O)CC(C)(C)C3)cc1OC	-0.2	-1	5	0	2	-7	2	0	6
Clc1ccc(CON/C=N/c2ncnc3sccc23)c(Cl)c1	3.5	-13	-17	1	4	12	13	4	7
CCOC(=O)N1CCN(S(=O)(=O)c2ccc(OCC(=O)OC)c(C)c2)CC1	3.4	7	6	5	-22	18	-7	3	-10
Nc1c(-c2ccc(Cl)cc2)cnn1-c1cc(C(F)(F)F)cc(C(F)(F)F)c1	5.1	-29	-21	1	-10	13	17	10	3
C[C@H](CO)N1C[C@H](C)[C@@H](CN(C)S(=O)(=O)c2ccccc2)OCc2cn(nn2)CCCC1=O	4.0	0	-5	-1	15	6	11	1	-4
Cn1c(CNC(=O)CNS(=O)(=O)c2ccc(Br)cc2)cc(=O)n(C)c1=O	0.2	-2	-1	-4	-9	0	11	1	-11
COc1cc2c(cc1OC)C(c1ccccc1)=NCC2	0.2	2	1	1	20	-13	2	1	-3
N#Cc1c(N2CCCC2)nc(N)c2c(N)nc(N3CCCC3)cc12	1.3	3	6	-1	-8	21	-7	3	-17
Cc1ccccc1CC(=O)N1CCCC(CNC(=O)c2ccc(F)cc2)C1 (stereo unspecified)	1.6	2	7	-3	-11	6	-13	1	-7

Next structures
SMILES	CHO-K1 Ca ag	CHRM4 PAM	CHRM5 PAM	M5 ag	CHO-K1 Ca antag	M1 PAM parental	M5 antag	CHRM4 agonist	M4 antag
CCCCOc1ccc(Cl)cc1CSc1nncn1N	0.4	-2	-3	-3	-5	17	3	-2	6
N#Cc1ccc(CC(C(=O)O)N2Cc3ccccc3C2=O)cc1 (stereo unspecified)	0.1	3	-1	-2	-8	9	5	0	-11
O=C(Nc1ccc2nc3n(c(=O)c2c1)CCCC3)c1cccc(F)c1	4.5	-5	-10	1	0	-1	14	17	5
CC(NC(=O)C(=O)N/N=C\c1cccc([N+](=O)[O-])c1)c1ccccc1 (stereo unspecified)	0.1	-3	5	-1	-17	20	-5	1	-3
CCC(C(=O)Nc1cc(C)cc(C)n1)c1ccccc1 (stereo unspecified)	-0.5	-2	0	-4	1	-13	-2	-2	8
CCOc1ccc(NS(=O)(=O)c2ccc(C(=O)NCC(c3ccc(OC)cc3)N3CCCC3)cc2)cc1 (stereo unspecified)	6.8	6	-2	-9	-13	19	5	9	-1
CCOC(=O)CC1c2nc3ccccc3cc2CN1C(=O)OCC (stereo unspecified)	1.2	5	1	2	-3	0	8	3	-12
CC(C)C(c1nnnn1CCc1ccccc1)N1CCC(C(N)=O)CC1 (stereo unspecified)	-0.5	2	3	1	8	13	-19	1	-3
CCOC(=O)c1ccc(NS(=O)(=O)c2c(N)n(C)c(=O)n(C)c2=O)cc1	0.5	1	-3	3	-12	9	8	2	-11
CC(C)(C)OC(=O)C[C@@H]1C/C=C\C[C@@H](CC(=O)N[C@H](CO)Cc2ccccc2)C(=O)NC[C@@H](c2ccccc2)OC1=O	0.9	-2	-4	-1	-17	16	10	2	-6
COc1ccc(-c2cc(-c3c(O)c(OC)c4occc4c3OC)[nH]n2)cc1OC	2.4	12	4	4	-12	-3	-1	5	-13
CCC(C)NC(=O)C1CCCN(C(=O)NC2CCCCC2)C1 (stereo unspecified)	0.0	-4	1	0	-7	19	-3	.	-3
COCC1CCN(c2nc3nonc3nc2N2CCSCC2)C1 (stereo unspecified)	0.2	-5	2	-2	3	2	-4	0	4
Cc1nc(N2CCN(c3ccccn3)CC2)c2c(C)c(C(=O)Nc3ccc(F)c(Cl)c3)sc2n1	0.5	7	8	-1	-5	14	-4	1	2
CN(CC(=O)Nc1ccc(Cl)c(C(F)(F)F)c1)C(=O)c1cn2ccccc2n1	8.0	-3	-6	6	0	-4	3	15	-13
N#Cc1cn(CC(=O)N2CCCc3ccccc32)c2ccccc12	3.1	-5	-10	1	-3	13	1	6	1
CC1=CC(C)(C)NC(=O)N1c1ccc(C)cc1	0.4	4	2	0	-7	-5	4	3	-3
Cc1ccc(CN2CCN(CCCn3cnc4c(OCc5ccccc5)ncnc43)CC2)cc1	5.2	-16	-12	-1	-10	-7	15	9	33*
O=C1NC(NS(=O)(=O)c2ccccc2)(C(F)(F)F)C(=O)N1c1ccc(F)cc1 (stereo unspecified)	1.5	-1	-3	-2	0	21	-1	2	1
COc1ccc(CC(NC(C)=O)C(=O)NC2CCN(S(=O)(=O)c3ccc(NC(C)=O)cc3)CC2)cc1OC (stereo unspecified)	0.4	1	1	-1	2	17	-1	0	4
Cc1ccc(NCc2nnc(SCC(N)=O)n2CC2CCCO2)c(C)c1 (stereo unspecified)	0.2	1	-1	3	2	13	5	0	-1
CCCCN(C(=O)c1ccc2c(c1)OCCO2)c1c(N)n(CC(C)C)c(=O)[nH]c1=O	0.9	7	2	0	2	-2	6	0	1
COc1ccc(Cl)cc1S(=O)(=O)N1CCN(CC(=O)C(C)(C)C)CC1	1.0	8	7	-1	-14	15	-4	1	-1
COc1ccc(C(=O)Cc2ccccc2)cc1OC	0.0	-1	-4	2	0	-3	0	3	20
O=C(COC(=O)c1ccccc1Cl)Nc1ccc2[nH]c(=O)[nH]c2c1	0.4	-1	-5	1	-15	9	4	0	10

Further records.
SMILES	CHO-K1 Ca ag	CHRM4 PAM	CHRM5 PAM	M5 ag	CHO-K1 Ca antag	M1 PAM parental	M5 antag	CHRM4 agonist	M4 antag
O=C(Cn1ncn2nc(-c3ccccc3)cc2c1=O)NCc1ccccn1	1.1	-1	-4	-1	-20	-6	6	2	-4
COc1ccc(N2CCN(CCNC(=O)c3c(C)cc(=O)oc3C)CC2)cc1	-0.1	-5	-2	-4	-7	18	-1	1	7
Cc1noc(C)c1S(=O)(=O)N(CC(=O)N1CCCCCC1)c1ccc(C(C)C)cc1	0.3	1	1	-1	7	26	-1	0	-4
CCC1(CC)Nc2ccccc2C(=O)N1c1ccc(NC(C)=O)cc1	0.0	6	6	2	-10	-6	-1	1	0
C/C(=C\C(=O)c1ccc(F)cc1)Nc1ccc(N2CCOCC2)cc1	1.1	-5	-6	-1	-8	7	3	5	-2
CCc1ccc(NC(=O)C2=CC(c3ccc(OC)c(OC)c3)=NS(=O)(=O)N2C)cc1	6.1	-9	-17	4	-13	11	8	17	-4
CCCCOc1ccc(NC(=O)CSCC(=O)OCC)cc1	0.3	8	-2	-2	0	13	1	0	-1
CCOC(=O)C(N=Nc1nn[nH]n1)C(C)=O (stereo unspecified)	-0.4	-3	1	0	3	2	2	1	-4
Cc1cc(OCC(=O)NCCCN2CCOCC2)c2c(C)cc(=O)oc2c1	4.9	-2	2	-3	13	-8	-9	1	4
O=C(CN(C(=O)c1csnn1)c1ccc2c(c1)OCCO2)NCc1ccc(F)cc1	0.9	-5	-3	-1	-13	-2	19	0	11
CCN(CC)C(=O)C1=C(C)N(Cc2ccc(OC)cc2)C(=O)C(CC(=O)NCc2cccs2)C1 (stereo unspecified)	-0.6	6	1	-3	-9	14	-2	0	-22
CN(C)S(=O)(=O)NCCNC(=O)c1cc(OCC(F)(F)F)ccc1OCC(F)(F)F	0.1	-3	-4	-2	2	20	3	1	-1
C=CCN1C(=O)c2ccc(C(=O)N(C)CC(=O)Nc3ccc(OCC)c(OCC)c3)cc2C1=O	1.2	4	0	2	4	3	6	3	-8
C/C(CCC12CC3CC(CC(C3)C1)C2)=N\NC(N)=S	0.9	16	-7	-1	-16	23	12	0	-4
CCOC(=O)C1(CC2CCCCO2)CCN(S(=O)(=O)c2ccsc2)CC1 (stereo unspecified)	-0.2	6	-3	5	-1	-10	8	1	-5
O=C(NNC(=S)NC(=O)c1ccccc1)c1ccc(O)cc1	-1.4	-3	1	-3	0	-14	15	-2	10
CCCn1c(SCC(=O)Nc2ccccc2N2CCCCC2)nc2c1c(=O)n(C)c(=O)n2C	2.3	0	-11	-2	-14	16	5	14	3
O=C(NNC(=O)c1cccs1)c1csc(N2CCOCC2)n1	1.8	4	7	-2	-2	-3	0	1	-12
COc1ccc(OC)c(NS(=O)(=O)c2ccc3c(c2)CCC(=O)N3)c1	1.4	-9	-6	-2	-5	15	-4	1	3
Nc1ncnc2nc(SCc3ccc(Cl)cc3Cl)[nH]c12	2.0	0	-10	-4	1	5	3	4	-5

Among those listed so far, 2 have a tert-butyl group:
SMILES	CHO-K1 Ca ag	CHRM4 PAM	CHRM5 PAM	M5 ag	CHO-K1 Ca antag	M1 PAM parental	M5 antag	CHRM4 agonist	M4 antag
CC(C)(C)OC(=O)C[C@@H]1C/C=C\C[C@@H](CC(=O)N[C@H](CO)Cc2ccccc2)C(=O)NC[C@@H](c2ccccc2)OC1=O	0.9	-2	-4	-1	-17	16	10	2	-6
COc1ccc(Cl)cc1S(=O)(=O)N1CCN(CC(=O)C(C)(C)C)CC1	1.0	8	7	-1	-14	15	-4	1	-1
